Compound activity: PubChem BioAssay, National Center for Advancing Translational Sciences (NCATS)
VP16 counter = counter-screen for ROR gamma inhibitors: Gal4-VP16 reporter; Drosophila S2 Gal4-VP16 UAS-luciferase, luminescence, 20 h; Potency, µM (series often up to 53.6 µM), inactives show at the top dose activity, negative = inhibition, actives largely listed as inhibitors; 310,000 compounds, 3.5% hits; AID 2546;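 further: Gal4-VP16 expression switched on by copper sulfate through the metallothionein promoter; potency means the concentration at half of the fitted maximal effect; on the % scale 0 is the no-effect control and ±100 the full control effect; nearly all actives have a fitted effect of over 50% in size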
Tb PFK inh = blocks T. brucei phosphofructokinase; Potency, µM (highest dose often 57.5 µM), for inactives: top-dose activity, negative = inhibition, hits mostly inhibitors; 330,000 compounds, 0.17% hits; AID 485367; T. brucei PFK, ADP-Glo luminescence;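 further: potency means the concentration at half of the fitted maximal effect; 0% = uninhibited 1x PFK enzyme wells and -100% = no-enzyme wells; nearly all actives have a fitted effect of over 60% in size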
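Luminescent ADP detection (ADP-Glo, two-step: ATP depletion then ADP-to-ATP conversion for luciferase) reported PFK activity after 45 min room-temperature reaction of 1.25 nM enzyme with 0.5 mM F6P and 0.1 mM ATP at pH 8.0.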
Giardia killer = Giardia lamblia killing | Giardia lamblia trophozoite viability | activity change, % at 7.66 µM, hits read low | 340,000 compounds, 0.15% hits; in the data active means activity change below about -80%; inconclusive means between about -30% and that limit;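 further: parasites exposed to compound for two days anaerobically before the ATP read; on the % scale 0 is the no-effect control and ±100 the full control effect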
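Anaerobic 48 hrs incubation at 37 deg C of 100 trophozoites/well with test compounds; ATPLite 1-Step luminescence, 15-30 min RT, reports cellular ATP as viability.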
Rab9 promoter act = Rab9 promoter activation. Huh7 Rab9 promoter-luciferase reporter, luminescence, 24 h. 320,000 compounds, 2.8% hits. AID 485297. Potency, µM (series often up to 9.22 µM), without a hit: at the highest dose activation, negative = inhibition, hits mostly activators; further: potency means the concentration at half of the fitted maximal effect; % of control where 0% means no effect; nearly all actives have a fitted effect of over 60% in size
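Cell-based reporter: Huh7 stable for Rab9 promoter-driven luciferase, plated in reduced-serum medium with 10% FBS at 1500 cells/well, compound-treated 24 h at 37 °C, luminescence read after 10 min reagent.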
KCNH2 3.1 block = blocks the human KCNH2 3.1 channel isoform | activity change, % (tested at about 1.8 µM) | U2OS KCNH2 3.1, thallium flux FluxOr; stronger effect = lower value | 340,000 compounds, 0.95% hits;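 active means maximum activity change below -70%; inconclusive means maximum activity change from -70% to -50%; inactive means maximum activity change above -50%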;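 further: thallium influx rate constant from kinetic fluorescence after stimulation buffer; on the % scale 0 is the no-effect control and ±100 the full control effect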
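We transduce U2OS cells with the mutant 3.1 virus, culture them overnight, load FluxOr with Red40 quencher for 45 min, then add stimulation buffer and read kinetically for 2 min to derive a normalized rate constant.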
RORg inh = ROR gamma (mouse) transcription inhibition | P51450 | 310,000 compounds, 5.4% hits | Potency, µM (highest dose often 53.6 µM), for inactives: top-dose activity change, negative = inhibition, usual class: inhibitors | Drosophila S2 Gal4-RORgamma UAS-luciferase reporter, 20 h; further: potency means the concentration at half of the fitted maximal effect; on the % scale 0 is the no-effect control and ±100 the full control effect; nearly all actives have a fitted effect of over 60% in size
Target sequence (P51450 whole entry, looked up, the tested form may be a part): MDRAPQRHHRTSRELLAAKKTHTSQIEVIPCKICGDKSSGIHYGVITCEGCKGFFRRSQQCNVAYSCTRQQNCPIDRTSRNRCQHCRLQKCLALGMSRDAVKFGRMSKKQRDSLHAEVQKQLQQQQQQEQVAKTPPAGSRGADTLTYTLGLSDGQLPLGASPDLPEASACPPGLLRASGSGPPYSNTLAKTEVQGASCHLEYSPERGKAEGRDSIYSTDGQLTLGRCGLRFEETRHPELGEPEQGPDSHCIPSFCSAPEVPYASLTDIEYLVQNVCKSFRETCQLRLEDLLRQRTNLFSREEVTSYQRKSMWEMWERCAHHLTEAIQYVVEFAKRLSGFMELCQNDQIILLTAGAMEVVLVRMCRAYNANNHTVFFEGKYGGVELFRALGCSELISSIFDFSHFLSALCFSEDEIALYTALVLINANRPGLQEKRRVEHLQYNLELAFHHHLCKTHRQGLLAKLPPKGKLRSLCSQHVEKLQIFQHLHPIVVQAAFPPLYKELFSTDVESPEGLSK
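ROR gamma transcriptional activity was tracked as Gal4-UAS luciferase output in stably transfected Drosophila Schneider cells, with compound added 1 hr before 700 uM copper sulfate induction and a 20 hr ambient-temperature incubation.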
FLuc counter = counter-screen for miR-21 project: firefly luciferase inhibitors or activators. P08659. purified FLuc, Km substrates, luminescence inhibition. Potency, µM (titrated, usually from 57.5 µM), without a hit: at the top dose activity change, negative = inhibition, usual class: inhibitors. 360,000 compounds, 6.9% hits;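 further: potency means the concentration at half of the fitted maximal effect; plate controls were vehicle for no effect and reference inhibitor for full effect; nearly all actives have a fitted effect of over 55% in size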
Target sequence (P08659 whole entry, looked up): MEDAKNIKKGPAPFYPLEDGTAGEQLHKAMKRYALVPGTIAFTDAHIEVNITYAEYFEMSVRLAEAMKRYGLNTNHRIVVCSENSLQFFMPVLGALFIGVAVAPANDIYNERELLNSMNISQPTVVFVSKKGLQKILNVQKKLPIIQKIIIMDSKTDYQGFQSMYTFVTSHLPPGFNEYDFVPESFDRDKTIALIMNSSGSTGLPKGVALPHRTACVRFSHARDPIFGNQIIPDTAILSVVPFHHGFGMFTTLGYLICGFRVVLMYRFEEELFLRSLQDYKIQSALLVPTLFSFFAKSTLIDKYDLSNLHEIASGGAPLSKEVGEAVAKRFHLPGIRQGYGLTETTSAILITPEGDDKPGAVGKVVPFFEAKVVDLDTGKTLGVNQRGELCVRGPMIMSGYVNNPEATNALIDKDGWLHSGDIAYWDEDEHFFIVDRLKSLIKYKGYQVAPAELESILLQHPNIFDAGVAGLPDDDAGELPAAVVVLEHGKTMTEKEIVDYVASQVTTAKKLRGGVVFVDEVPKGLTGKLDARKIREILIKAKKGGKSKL
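Biochemical qHTS of compounds, final roughly 60 µM downward over six points, against 10 nM purified firefly luciferase using Km concentrations of substrates (10 uM D-luciferin, 10 uM ATP) in Tris acetate pH 7.5 buffer; luminescence output.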
uPA surface inh = blocks generation of uPA at the cell surface; cell surface uPA generation assay, qHTS; Potency, µM (series often up to 38.3 µM), for the others: at the top dose activity change, negative = inhibition, most hits filed as inhibitors; 330,000 compounds, 0.31% hits; active means well fitted inhibition curve with a large enough effect; inconclusive means small, poorly fitted or top-dose-only effect; inactive means no such curve, though single readings can be large or run the other way; tested in mouse RAW 264.7 cells; further: potency means the concentration at half of the fitted maximal effect; on the % scale 0 is the no-effect control and ±100 the full control effect; nearly all actives have a fitted effect of over 55% in size
NPC1 promoter act = activators of NPC1 promoter; 320,000 compounds, 2.4% hits; Potency, µM (top dose mostly 9.22 µM), inactives show at the top dose activation, most hits filed as activators; Huh7 NPC1 promoter luciferase reporter, 24 h; AID 485313;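 further: potency means the concentration at half of the fitted maximal effect; % of control where 0% means no effect; nearly all actives have a fitted effect of over 60% in size; reporter is driven by a mutant NPC1 promoter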
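Luciferase expression driven by the NPC1 promoter was measured in stably transfected Huh7 cells after a 24 h compound incubation, using a luciferase reagent and a luminescence read.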
ELG1 genotoxic = inducers of genotoxicity in HEK293T ELG1-luciferase cells | 330,000 compounds, 1.3% hits | HEK293T ELG1-luciferase reporter, luminescence, 16 h | Potency, µM (titrated, usually from 46 µM), inactives show at the top dose activity change, positive = activation, most hits filed as activators | AID 504466; further: potency means the concentration at half of the fitted maximal effect; % of control where 0% means no effect; nearly all actives have a fitted effect of over 60% in size
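HEK293T cells expressing luciferase-tagged ELG1 were treated with compound or DMSO for 16 hr at 37°C. Luciferase activity was then read after 30 min with ONE-Glo at room temperature; rising signal flags genetic stress.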
FBPA coupling cs = counter-screen for Giardia aldolase inhibitors: coupling enzyme system. coupling enzyme system counterscreen, AmpLite Red fluorescence. activity change, negative = inhibition, % at 58.2 µM, hits read low. 290,000 compounds, 0.67% hits. AID 2472; in the data active means activity change below about -30%; further: on the % scale 0 is the no-effect control and ±100 the full control effect
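Fluorescence at 525 nm excitation and 598 nm emission measured inhibition of the coupled detection system without aldolase. Compounds (at 57.5 uM final) were preincubated 10 min at room temperature with coupling enzyme reagent before a 20 min substrate/AmpLite Red step.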
* = called active by the depositor; ? = inconclusive; nt = no result given; & = joins results of further samples; [ ] = another dose, or the depositor's remark. Unless noted, the call rests on the fitted dose curve; in most records, active means well fitted curve in the direction sought with a large enough effect; inconclusive means small, poorly fitted or top-dose-only effect, or another doubt; inactive means no such curve, though single readings can be large; an effect the other way counts as inactive or inconclusive.

SMILES	VP16 counter	Tb PFK inh	Giardia killer	Rab9 promoter act	KCNH2 3.1 block	RORg inh	FLuc counter	uPA surface inh	NPC1 promoter act	ELG1 genotoxic	FBPA coupling cs
Cc1cc(C)c(S(=O)(=O)N(C)c2ccccc2)c(C)c1	3%	-3%	1	3%	8	-15%	-16%	-18%	-6%	1%	-11
COc1ccc([C@H]2CC(=O)C=C(c3ccc(Cl)c(C(F)(F)F)c3)C2)cc1OC	nt	-1%	-17	-16%	nt	nt	0%	4%	0%	-7%	nt
Cc1ccc(O)c(C2=Nc3ccccc3N=C(c3cccc([N+](=O)[O-])c3)C2)c1	-1%	-1%	-30	2%	nt	-4%	-17%	10%	-2%	0%	1
COC(=O)c1c(NC(=O)C(Cl)Cl)sc2c1C(C(=O)OC)CC2 (centres undefined)	7.9µM*	3%	-10	-1%	11	4µM*	3%	-76%	-1%	4%	4
Cc1cccc(NC(=O)C(C)Sc2nc3ccccc3c(=O)n2CCCN2CCOCC2)c1 (centres undefined)	nt	-1%	0	9%	-12	nt	4%	?	-1%	-2%	nt
CCOC(=O)COc1nc(-c2ccco2)cc(-c2ccco2)c1C#N	8%	-4%	10	4%	-9	-12%	?	-3%	0%	-5%	7
COc1cc2c(cc1NC(=O)CN1C(=O)NC3(CCc4ccccc43)C1=O)oc1ccccc12 (centres undefined)	6%	-2%	-9	1%	-11	1%	?	9%	-2%	-12%	-2
CC(=O)c1c(C)[nH]c(C(=O)OC2CCCCC2=O)c1C (centres undefined)	20%	-2%	27	-2%	6	21%	3%	-7%	1%	18%	2
Cn1ccc2cc(NC(=O)Nc3cccnc3)ccc21	4%&0%	nt	-22	nt	-8	?	nt	?	nt	nt	1&-3
O=C(COC(=O)c1ccc(C(F)(F)F)cc1)Nc1cccc(S(=O)(=O)NC2=NCCCCC2)c1	nt	3%	-19	nt	-5	nt	nt	2%	nt	0%	nt
Cc1cc(C)c(C#N)c(SCc2ccccc2F)n1	1%	-1%	-2	-1%	5	-3%	-3%	2%	-10%	10%	0
COc1ccc(N2CCN(C(=O)CN3C(=O)NC(c4ccc(OC)cc4)(c4ccc(OC)cc4)C3=O)CC2)cc1	-4%	-2%	-20	-2%	-32	2%	2%	11%	-1%	-10%	nt
Cc1nc(Nc2ccc(C(=O)O)cc2)sc1-c1ccccc1	-9%	5%	5	?	-7	29%	0.17µM*	3%	1.3µM*	?	4
Cn1cc(CN2CCC(C(O)c3cccs3)CC2)c(-c2ccccc2F)n1 (centres undefined)	2%	1%	-18	1%	-13	20%	-3%	2%	-2%	3%	3
Cc1c(NC(=O)C(C)SC(=S)N2CCCC2)c(=O)n(-c2ccccc2)n1C (centres undefined)	nt	0%	-17	-7%	23	nt	2%	-3%	-3%	3%	nt
CCOc1cccc(CNc2nnnn2C)c1	-4%	-3%	1	3%	6	-25%	0%	0%	0%	0%	5
COc1ccc(Cl)cc1NC(=O)Nc1ccccc1SC	-20%	-3%	-18	-4%	-4	-22%	6%	14%	-1%	10%	0
COCCCn1c(=O)c2sccc2n(Cc2cc(C(=O)OC)ccc2OC)c1=O	3%	0%	4	-1%	-15	-2%	-5%	9%	7%	9%	-4
O=C(c1ccc2c(c1)N(Cc1ccccc1F)C(=O)c1ccccc1S2(=O)=O)N1CCCC1	5%	3%	0	-8%	-4	-8%	1%&-2%	-13%	-2%	-2%	nt
N#C/C(=C\c1ccc2c(c1)OCCO2)C(=O)Nc1ccc(C(=O)O)cc1	-13%	4%	5	15%[1.84 µM]	-6	-39%	0.34µM*	4%	21%	?	-2
Cc1ccc(NC(=O)COC(=O)CNC(=O)c2cccc([N+](=O)[O-])c2)cc1S(=O)(=O)N1CCCCCC1	9%	-3%	0	2%	-18	-10%	0%	0%	-3%	1%	0
CN(CC1COc2ccccc2O1)C(=O)c1cccc(S(=O)(=O)N2CCCC2)c1 (centres undefined)	nt	-1%	9	2%	6	nt	1%	-8%	-3%	-2%	nt
O=C(Nc1ccc2c(c1)OCCO2)c1ccccc1	?	-12%	-27	0.79µM*	1	?	3.4µM*	0%	0.45µM*	3.7µM*	1
O=C(Nc1ccc2c(c1)OCCO2)N1CCN(Cc2ccccc2)CC1	-4%	4%	-14	?	-36	3%	13µM*	-8%	?	2%	2
CC1(C(=O)NCCCNc2ncc(C(F)(F)F)cc2Cl)C=CCN1C(=O)c1ccccc1 (centres undefined)	26%	-1%	12	7%	-11	35%	?	-22%	0%	3%	0

New compounds follow
SMILES	VP16 counter	Tb PFK inh	Giardia killer	Rab9 promoter act	KCNH2 3.1 block	RORg inh	FLuc counter	uPA surface inh	NPC1 promoter act	ELG1 genotoxic	FBPA coupling cs
Cc1ccc(Cn2ccc(=O)c(OCc3c(Cl)cccc3Cl)c2C)cc1	?	5%	24	-2%	1	?	2%	-3%	-10%	-15%	-9
COc1ccc(S(=O)(=O)N2CCN(C(=O)CCSc3ccccc3)CC2)cc1	nt	-3%	-11	-1%	-4	nt	2%	-13%	0%	-3%	nt
CCOCc1cn(CC(=O)c2ccc([N+](=O)[O-])cc2)c(C)nc1=N	6%	2%	30	1%	0	6%	-1%	-6%	15%	-4%	0
COc1ccc(C(=O)OCC(=O)Nc2c(C)cccc2C)cc1	3%	0%	-19	7%	5	-12%	1%	3%	-1%	0%	1
COc1ccc(C(=O)Oc2c(OC)cc(C(=S)N3CCOCC3)cc2OC)cc1	0%	-2%	6	4%	8	36%	3%	7%	-1%	-2%	-1
O=C(NCC(c1cccnc1)N1CCOCC1)C1CCCCC1 (centres undefined)	-6%	-2%	-12	-2%	-4	-7%	-2%	4%	-3%	1%	-1
Cc1nc(CN2CCN(Cc3nc(C(c4ccccc4)c4ccccc4)no3)CC2)cs1	-10%	-1%	-5	-1%	-37	-9%	0%	-3%	-3%	-4%	3
Cc1nc(-c2cccc(NS(=O)(=O)c3cccc4ccccc34)c2)cs1	-2%	-2%	4	0%	4	10%	-16%	nt	0%	2%	3
O=C(CSCc1ccc(Br)cc1)Nc1ccc(S(=O)(=O)N2CCOCC2)cc1	0%	2%	-8	-4%	-3	45%	1%	-5%	5%	-3%	-1
O=S(=O)(C/C(=C/CO)S(=O)(=O)c1ccccc1)c1ccccc1	4.5µM*	-19%	8	-38%[inhibitor]	13	4µM*	1%	nt	-45%[inhibitor]	-16%	0
CC1(C)Cc2c(sc3c2C2=NCCN2C=N3)CO1	-4%	nt	-2	nt	2	1%	12%	3%	nt	nt	-9
CCOc1ccc(CNC(=O)CCS(=O)(=O)c2ccc3c(c2)oc(=O)n3C)cc1	1%	-1%	5	-3%	27	?	4%&-1%	0%	0%	0%	nt
C=CCNC(=S)Nc1ccc(N(C)C)cc1	?	0%	6	0%	8	11µM*	-15%	-7%	18%	12%	3
Cc1nn(C)c(Cl)c1C(=O)NCC(=O)NCc1ccccc1	-4%	1%	-1	-10%	6	4%	-1%	1%	0%	4%	2
CCOc1ccc(NC(=O)c2ccc(NS(=O)(=O)c3cccs3)cc2)cc1	-27%	2%	-8	-2%	-28	?	12µM*	-16%	-6%	-1%	3
COc1ccccc1N(C)S(=O)(=O)c1ccc(C(=O)N2CCCc3ccccc32)cc1	-18%	-3%	-22	-2%	2	40%	0%	-2%	-6%	-15%	1
CSc1ccccc1NC(=S)Nc1cc(C)cc(C)c1	14µM*	3%	4	1%	7	6.3µM*	-1%	0%	-2%	3%	0
Cc1ccccc1C(=O)N/N=C/c1cccc2ccccc12	-10%	-3%	9	-4%[1.84 µM]	8	-44%	5.4µM*	-24%	15%	16%	-9
COc1cc(CNn2cnnc2)ccc1OCC(=O)NC1CCCCC1	0%	1%	-5	-28%	16	36%	-1%	0%	1%	5%	0
C[C@H](CO)N1C[C@H](C)[C@@H](CN(C)C(=O)Nc2ccc3c(c2)OCO3)Oc2c(NS(=O)(=O)c3cn(C)cn3)cccc2C1=O	nt	3%	-10	nt	-17	nt	nt	7%	nt	-1%	nt
CN(CC(=O)NCCc1ccc(S(N)(=O)=O)cc1)CC(=O)Nc1ccc(Cl)cc1	nt	-5%	-2	nt	0	nt	nt	2%	nt	0%	nt
N#C/C(=C(/O)CSc1ccccn1)c1nc2ccccc2s1	-8%	5%	-1	-6%	9	12%	21µM*	-5%	0%	6%	10
O=C(/C=C/c1ccc(F)cc1)N1CCCc2ccccc21	5%	-5%	-2	?	-24	12%	?	-5%	21%	13%	4
NC(=O)c1ccc(NC(=O)COc2cccc3c2CCNC3=O)cc1	nt	-7%	3	3%	4	nt	8%	4%	2%	-13%	nt
Cn1c(CSCc2ccc(F)cc2)n[nH]c1=S	?	-6%	-11	-3%	17	?	-4%	4%	-4%	-2%	3
CCCCN(C(=O)CSc1nnnn1-c1ccccc1OC)C1CCS(=O)(=O)C1 (centres undefined)	nt	-10%	-3	2%	-5	nt	1%	-2%	5%	-2%	nt
